# Bioassay records as filed in PubChem BioAssay.
# D2 potentiator: D2 dopamine receptor (human) potentiation; HEK293 T-REx D2, calcium flux, EC20 dopamine potentiation; potentiation, % at 10 µM; 0.34% of 340,000 active; AID 485347;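 active = potentiation over 3 SD above the plate norm, cut at about 30% in these data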; also: 0% is about no effect
#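 Potentiation of an EC20 dopamine calcium response measured kinetically over 180 s, after a preceding 180 s compound-only read flagging agonists. Cells: inducible Hek293 Trex D2 line, 4000/well, cultured overnight at 30 C before dye loading.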
# D2 ag: activates the human D2 dopamine receptor. HEK293 T-REx D2 cells, calcium flux agonist mode. 0.53% of 340,000 active. activation, % at 2 µM. P14416;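 active = activation over 3 SD above normal in the single-dose calcium agonist read, cut at about 30% in these data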; also: 0% is about no effect
#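 Calcium-flux readout, 1 cycle/sec over 180 s following compound pin transfer, in inducible HEK293 Trex D2 cells (force-coupled); dopamine controls included. Positive calcium responses during this window marked compounds as potential agonists.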
# D1 PAM: enhances dopamine response at the human D1 receptor; HEK293 TREx D1 cells, calcium flux, dopamine EC20 potentiation; P21728; potentiation, % at 10 µM; 0.036% of 360,000 active; AID 504651; in the data active = potentiation above about 30%; also: 0% is about no effect
# Target sequence (P21728 whole entry, looked up): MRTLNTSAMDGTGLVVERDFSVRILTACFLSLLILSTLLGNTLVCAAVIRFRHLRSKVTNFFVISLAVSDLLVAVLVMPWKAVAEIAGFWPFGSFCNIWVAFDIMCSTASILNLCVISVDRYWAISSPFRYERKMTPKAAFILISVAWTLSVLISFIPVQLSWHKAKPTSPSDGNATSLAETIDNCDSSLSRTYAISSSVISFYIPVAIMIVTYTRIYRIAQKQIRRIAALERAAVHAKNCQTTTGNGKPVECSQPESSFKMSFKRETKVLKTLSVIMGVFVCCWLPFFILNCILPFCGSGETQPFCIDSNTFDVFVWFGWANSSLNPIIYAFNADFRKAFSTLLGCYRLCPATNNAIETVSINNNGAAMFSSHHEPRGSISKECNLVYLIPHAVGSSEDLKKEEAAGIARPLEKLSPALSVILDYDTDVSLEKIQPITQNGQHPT
# TRHR enhancer: TRH receptor (human) allosteric enhancement | TRHR cells, fluo-8 calcium fluorescence, EC20 TRH enhancement | enhancement, % at 2 µM | 0.66% of 360,000 active | AID 493056; in the data active = enhancement above about 30%; also: 0% is about no effect
# Target sequence (P34981 whole entry, looked up): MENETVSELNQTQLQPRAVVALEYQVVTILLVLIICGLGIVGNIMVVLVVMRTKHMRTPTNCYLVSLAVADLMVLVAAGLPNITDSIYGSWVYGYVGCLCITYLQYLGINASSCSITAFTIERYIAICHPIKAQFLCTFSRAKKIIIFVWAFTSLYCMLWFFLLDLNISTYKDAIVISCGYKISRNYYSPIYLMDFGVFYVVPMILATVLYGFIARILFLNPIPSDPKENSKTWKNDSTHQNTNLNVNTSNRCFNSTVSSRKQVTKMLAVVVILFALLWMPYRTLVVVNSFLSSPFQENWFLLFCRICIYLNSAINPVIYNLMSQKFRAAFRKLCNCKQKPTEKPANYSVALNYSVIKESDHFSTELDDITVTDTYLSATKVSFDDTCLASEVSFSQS
#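 Enhancer read-out: after compound pinning and an initial kinetic agonist-mode read, an EC20 of TRH (10 nM final) was injected and fluo-8 calcium signal (Ex 480/Em 530) followed at 1 s/cycle for 100 cycles in TRHR-expressing cells.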
# TRHR ag: activates the human TRH receptor | AID 493084 | TRHR cells, calcium flux fluo-8, FDSS agonist mode | 0.18% of 360,000 active | activation, % at 2 µM; also: 0% is about no effect
#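 Fluo-8-loaded TRHR cells; 10 s baseline, compound added, kinetic Ca2+ fluorescence read 1/s, agonist mode.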
# D2 antagonist: D2 dopamine receptor (human) antagonism; inhibition, % at 10 µM; AID 485344; 2% of 340,000 active; HEK293 TREx D2 cells, calcium flux, dopamine EC80; in the data active = inhibition above about 30%; also: 0% is about no effect
#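 Read-out: kinetic calcium fluorescence (1 cycle/s) in inducible HEK293 T-REx D2 cells after an EC80 dopamine addition that followed 180 s compound preincubation. Loss of the dopamine response indicates antagonism.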
# D1 agonist: human D1 receptor agonism; activation, % at 2 µM; HEK293 T-REx D1 cells, calcium flux, agonist mode; AID 504660; P21728; 1% of 360,000 active; also: 0% is about no effect
#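 Tetracycline-induced HEK293 TREx D1 cells, force-coupled to calcium signalling, were dye-loaded with a no-wash calcium kit. Compound was pin-added after a 10 s baseline. Fluorescence was read kinetically at 1 cycle/s for 180 s, with calcium rises flagged as agonism.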
# RXFP1 antag: blocks the human relaxin receptor RXFP1; Q9HBX9; 0.59% of 350,000 active; activity change, negative = inhibition, % at 57.5 µM; HEK293-RXFP1, relaxin-stimulated cAMP HTRF, 30 min; stronger effect = lower value;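 active = activity change of -60% or lower, but not beyond a set lower limit; inconclusive = change between -60% and -40%, or beyond the set limit; inactive = change above -40%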; also: % is scaled to controls: 0 for no effect and ±100 for the full control effect
# D1 antag: human D1 dopamine receptor antagonism | P21728 | HEK293 TREx D1 cells, calcium flux, dopamine EC80; stronger effect = lower value | activity change, negative = inhibition, % at 10 µM | 3.2% of 360,000 active | AID 504652; in the data active = activity change below about -30%; also: % is scaled to controls: 0 for no effect and ±100 for the full control effect
#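 Compound effects on dopamine-evoked calcium signalling were measured in tetracycline-induced HEK293 Trex D1 cells. Dopamine at EC80 followed a 180 s compound pre-read, and fluorescence was tracked kinetically for 180 s more.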
# The depositor's hits bear a star; ? = inconclusive; . = not tested or not shown. Rule as the data show it, unless noted: active = activation above about 30%; inactive = the rest.
SMILES,D2 potentiator,D2 ag,D1 PAM,TRHR enhancer,TRHR ag,D2 antagonist,D1 agonist,RXFP1 antag,D1 antag
Cc1ccc(NC(=O)[C@H](NC(=O)[C@@H]2Cc3ccccc3CN2)c2ccccc2)c(C)c1,0,0.9,2,-2,-0.5,-1,1,-7,9
N#CCN1CCC2(O)CCCCC2C1c1ccc2c(c1)OCO2 (configuration not stated),-1,0.3,-2,5,0.8,-4,3,10,10
Cn1c(SCC(=O)Nc2cccc(C(=O)O)c2)nnc1-c1cc2cc(Br)ccc2o1,-3,1.0,-3,-7,-0.3,-2,2,-7,-3
Cc1cc(C=O)c2c(c1)C=CC1(Oc3ccccc3C(=O)N1C)O2 (configuration not stated),-5,0.4,-2,-4,4.7,-9,7,.,5
N#Cc1ccsc1NC(=O)CN1CCOCC1,-2,0.2,1,-1,0.9,12,0,18,7
Cc1ccc(CNC(=O)C(Cc2ccccc2)NS(=O)(=O)c2cccs2)cc1 (configuration not stated),.,.,-11,-6,-0.8,.,1,-14,2
CCOC(=O)Cn1c(-c2ccc(OC)cc2)c(-c2ccc(OC)cc2)nnc1=O,6,.,-4,5,0.2,.,0,-5,-15
Cc1sc2ncnc(N3CCC(C(=O)Oc4cccc(Cl)c4Cl)CC3)c2c1C,2,0.2,-2,-6,0.7,1,4,-7,-25
CC(C)(C)C(=O)CN1C2=NCCCN2c2ccccc21,13,1.2,22,1,1.3,14,2,-3,-2
O=C(CC1C(=O)N(c2ccccc2)C(=O)N1CCc1cccs1)Nc1ccc(Cl)cc1 (configuration not stated),-15,0.0,0,3,-0.2,.,2,.,-11
Cc1cccc(NC(=O)CSc2nnc(-c3ccccc3C)o2)c1,-19,2.2,-7,1,1.2,-6,16,-7,-9
CCCCCc1ccc(S(=O)(=O)NCCc2ccncc2)cc1,-10,-0.3,-5,-2,-0.8,-16,4,-8,-16
CCCCOc1ccc(C(=O)NCC(=O)NCC(=O)OCC)cc1,-1,0.4,6,-4,-0.5,10,3,-26,-5
COCCSc1nnc(NC(=O)c2ccc3c(c2)OCO3)s1,-9,.,-2,-4,0.5,.,-1,4,5
N#CCc1ccc(Oc2ncccn2)cc1,-5,1.6,-3,9,3.3,-11,2,-3,-6
Cc1sc(NC(=O)CSc2nnc3scc(-c4ccccc4)n23)c(C#N)c1C,-1,-0.3,0,-1,-1.0,18,1,14,0
CCOC(=O)C1C(c2ccccc2O)NC(=O)NC1(O)C(F)(F)F (configuration not stated),-5,1.0,-3,-2,0.6,9,-1,-16,-24
Cc1ccc(-n2c(SCC(=O)Nc3ccc(C(=O)O)cc3)nnc2-c2ccncc2)cc1,7,.,-1,3,0.4,.,1,-8,-2
CCOc1ccccc1N(CC)C(=O)c1noc2c1COc1ccc(C)cc1-2,-3,-0.3,1,-1,0.3,.,-1,.,10
COc1ccc(C2=NS(=O)(=O)N(C)C(C(=O)Nc3ccc(OC(F)(F)F)cc3)=C2)cc1,5,1.4,-2,0,0.9,.,4,-21,-37*
COc1ccc(N2CCN(C(CNC(=O)c3cccc(Cl)c3)c3cccnc3)CC2)cc1 (configuration not stated),.,.,-4,-7,-1.1,.,2,-12,-18
CCNC(=O)NC(=O)CSc1ccc(S(=O)(=O)N2CCCCC2)cn1,-7,-0.1,1,9,-1.2,-4,4,-6,12
O=C(CCSc1nc(-c2ccco2)cc(C(F)(F)F)n1)N1CCCc2ccccc21,4,-0.8,-1,-20,-0.1,-17,3,-9,-18
CCOc1ccc(-c2cc3c(=O)n(CC(=O)NCc4ccccc4)ccn3n2)cc1,-2,0.3,1,-6,0.8,.,-1,-1,-4
O=C1NCCCC1C(=O)Nc1ccccn1 (configuration not stated),.,.,1,2,0.2,.,7,-11,2
COc1c(C)cc(Br)cc1C(=O)Nc1ccc(S(N)(=O)=O)cc1,-1,-1.4,-6,-2,-1.4,-13,1,-27,-61*
Cc1ccc(S(=O)(=O)c2cc3cc(C(=O)Nc4ccc(C)cc4C)ccc3oc2=O)cc1,1,0.7,-2,31*,-0.1,.,2,.,4
CCOC(=O)C1=C(C)OC2(O)c3ccccc3C(=O)C12O (configuration not stated),10,3.3,2,-1,0.1,9,2,7,-10
CCCn1cnc2scc(-c3ccc(C)cc3)c2c1=O,-6,-0.1,-6,3,0.7,10,1,-9,1
COc1ccc(CNC(=O)Cn2ncc3c(=O)oc4ccccc4c32)c(OC)c1,-7,-0.4,-1,-2,0.1,.,-1,.,10

# Complete entries as entered above. Screens in order: D2 potentiator	D2 ag	D1 PAM	TRHR enhancer	TRHR ag	D2 antagonist	D1 agonist	RXFP1 antag	D1 antag
# `Cc1ccc(S(=O)(=O)c2cc3cc(C(=O)Nc4ccc(C)cc4C)ccc3oc2=O)cc1` is listed with 1	0.7	-2	31*	-0.1	.	2	.	4
# `CCOC(=O)C1=C(C)OC2(O)c3ccccc3C(=O)C12O` (configuration not stated) is listed with 10	3.3	2	-1	0.1	9	2	7	-10
# `COc1ccc(CNC(=O)Cn2ncc3c(=O)oc4ccccc4c32)c(OC)c1` is listed with -7	-0.4	-1	-2	0.1	.	-1	.	10
# `COc1c(C)cc(Br)cc1C(=O)Nc1ccc(S(N)(=O)=O)cc1` is listed with -1	-1.4	-6	-2	-1.4	-13	1	-27	-61*
# `COc1ccc(N2CCN(C(CNC(=O)c3cccc(Cl)c3)c3cccnc3)CC2)cc1` (configuration not stated) is listed with .	.	-4	-7	-1.1	.	2	-12	-18

# An excerpt from above in order of length of the SMILES, ascending:
SMILES,D2 potentiator,D2 ag,D1 PAM,TRHR enhancer,TRHR ag,D2 antagonist,D1 agonist,RXFP1 antag,D1 antag
CCOC(=O)C1C(c2ccccc2O)NC(=O)NC1(O)C(F)(F)F (configuration not stated),-5,1.0,-3,-2,0.6,9,-1,-16,-24
Cc1sc(NC(=O)CSc2nnc3scc(-c4ccccc4)n23)c(C#N)c1C,-1,-0.3,0,-1,-1.0,18,1,14,0
COc1ccc(C2=NS(=O)(=O)N(C)C(C(=O)Nc3ccc(OC(F)(F)F)cc3)=C2)cc1,5,1.4,-2,0,0.9,.,4,-21,-37*

# Remaining list, next part:
SMILES,D2 potentiator,D2 ag,D1 PAM,TRHR enhancer,TRHR ag,D2 antagonist,D1 agonist,RXFP1 antag,D1 antag
N#Cc1ccc(CN2C=NS(=O)(=O)c3ccccc32)cc1,5,0.3,0,0,-1.4,16,6,-19,-4
COc1ccccc1CNC(=O)C1CCC(CNS(=O)(=O)c2ccc(F)cc2)CC1 (configuration not stated),-8,0.4,-5,-5,0.8,3,10,-2,7
CCN(CC)S(=O)(=O)c1ccc(NC(=O)Nc2cccc(C(F)(F)F)c2)cc1,-28,1.5,-1,-2,1.8,-22,16,-32,-32*
COc1ccc(CNC(=O)c2ccc3c(O)c(S(=O)(=O)c4ccccc4)c(=O)[nH]c3c2)cc1,-4,-0.1,0,6,1.3,.,2,-13,6
Cc1ccc(CCNC(=O)c2ccc3c(c2)c(C)c(C)n3Cc2ccccc2)cc1,2,0.1,-5,-6,0.8,.,2,0,-5
Cc1[nH]c2ccc(-c3n[nH]c(=S)n3-c3ccccc3)cc2c1C,5,1.9,-2,-2,0.4,1,3,-7,-16
Cc1cnc(NS(=O)(=O)c2ccccc2)c(Br)c1,-9,-0.1,-5,-6,0.4,-1,-1,-4,14
Cc1[nH]c(C)c(S(=O)(=O)N2CCN(c3ccccc3F)CC2)c1C(=O)N1CCCC1,2,-0.5,-9,-1,0.1,-3,3,2,0
Cc1nc([N+](=O)[O-])c(C(=O)OCc2ccccc2)n1C,3,-1.4,-8,-2,0.1,-2,-2,10,20
O=C(NCCS(=O)(=O)N1CCN(c2cccc(Cl)c2)CC1)C1CC1,3,0.2,-2,0,0.1,-3,1,-7,-9
C/C(Cl)=C\Cn1c(Nc2ccccc2)nc2c1c(=O)n(C)c(=O)n2C,-1,-2.4,-2,2,0.9,14,1,-1,-8
COc1cc(C(=O)Nc2ccc(C)cc2C(NCC(=O)NN)c2ccccc2)cc(OC)c1OC (configuration not stated),6,-1.0,9,4,-0.6,-8,5,7,-5
CCN(CC)S(=O)(=O)c1cccc(-c2nnc(C(=O)c3ccc(C(F)(F)F)cc3)o2)c1,2,1.0,-2,-5,0.4,13,2,-13,5
COc1ccc(C(=O)CC(=O)C(=O)Nc2ccc(C)cc2Cl)cc1,6,-1.0,-1,11,0.0,-33,5,-2,9
CCNC(=S)NCc1ccc2[nH]c(C)cc2c1,-1,0.8,2,3,0.5,-7,1,5,11
O=C(NNS(=O)(=O)c1ccccc1[N+](=O)[O-])c1ccccc1Cl,10,1.5,0,7,3.2,-4,2,0,6
O=C(CSc1ncnc2sc3c(c12)CCCC3)c1ccccc1,4,0.2,5,4,0.1,27,0,4,6
O=C(CSc1nc2ccccc2[nH]1)c1c[nH]c2ccccc12,-19,0.7,2,-3,0.2,-14,4,?,11
Cc1cc(C)c(S(=O)(=O)NC2CC2)c(C)c1,1,0.3,3,0,-0.6,-6,1,-16,-5
CN(Cc1ccccc1)c1nc2c(c(=O)[nH]c(=O)n2C)n1Cc1ccccc1Cl,.,.,2,-6,-2.0,.,-1,-7,-2
O=C(CCn1c(=S)[nH]c2cc3c(cc2c1=O)OCO3)NCc1ccccc1Cl,13,0.3,-1,0,0.5,-21,0,-70*,8
CCN1C(=O)CSC1=Nc1ccc(C(=O)O)cc1,-14,3.2,-8,0,0.2,3,1,-15,-7
O=C(O)c1ccc(N2Cc3ccccc3C2)cc1O,3,0.2,-2,7,-0.7,-21,1,-8,-10
Cc1cccc(OCC(=O)Nc2ccc3oc(-c4ccccc4F)nc3c2)c1,11,0.6,0,-4,1.3,.,2,-15,6
CCOC(=O)/C(C#N)=C/Nc1ccccc1NS(=O)(=O)c1ccc2c(c1)OCCO2,2,9.7,-4,4,-0.1,1,3,3,-25
O=C(CCCCn1c(=O)c2ccccc2n(Cc2ccc(Cl)cc2)c1=O)NCc1ccccc1Cl,2,1.1,1,-13,0.9,.,4,.,1
Cc1nc(CSc2ccc(Cl)cc2)cc(NCc2ccccc2)n1,15,-0.1,-3,8,-0.4,-18,5,-39,-16
